JMJD2A Tudor inh: inhibitors of human JMJD2A Tudor domain; O75164; AlphaScreen JMJD2A-Tudor / H3K4me3 peptide binding; Potency, µM (highest dose often 114 µM), for inactives: at the top dose activity change, negative = inhibition, hits mostly inhibitors; 390,000 compounds, 4.4% hits; also: % is scaled to controls: 0 for no effect and ±100 for the full control effect; nearly all actives have a fitted effect of over 50% in size
Target sequence (O75164 whole entry, looked up, the tested form may be a part): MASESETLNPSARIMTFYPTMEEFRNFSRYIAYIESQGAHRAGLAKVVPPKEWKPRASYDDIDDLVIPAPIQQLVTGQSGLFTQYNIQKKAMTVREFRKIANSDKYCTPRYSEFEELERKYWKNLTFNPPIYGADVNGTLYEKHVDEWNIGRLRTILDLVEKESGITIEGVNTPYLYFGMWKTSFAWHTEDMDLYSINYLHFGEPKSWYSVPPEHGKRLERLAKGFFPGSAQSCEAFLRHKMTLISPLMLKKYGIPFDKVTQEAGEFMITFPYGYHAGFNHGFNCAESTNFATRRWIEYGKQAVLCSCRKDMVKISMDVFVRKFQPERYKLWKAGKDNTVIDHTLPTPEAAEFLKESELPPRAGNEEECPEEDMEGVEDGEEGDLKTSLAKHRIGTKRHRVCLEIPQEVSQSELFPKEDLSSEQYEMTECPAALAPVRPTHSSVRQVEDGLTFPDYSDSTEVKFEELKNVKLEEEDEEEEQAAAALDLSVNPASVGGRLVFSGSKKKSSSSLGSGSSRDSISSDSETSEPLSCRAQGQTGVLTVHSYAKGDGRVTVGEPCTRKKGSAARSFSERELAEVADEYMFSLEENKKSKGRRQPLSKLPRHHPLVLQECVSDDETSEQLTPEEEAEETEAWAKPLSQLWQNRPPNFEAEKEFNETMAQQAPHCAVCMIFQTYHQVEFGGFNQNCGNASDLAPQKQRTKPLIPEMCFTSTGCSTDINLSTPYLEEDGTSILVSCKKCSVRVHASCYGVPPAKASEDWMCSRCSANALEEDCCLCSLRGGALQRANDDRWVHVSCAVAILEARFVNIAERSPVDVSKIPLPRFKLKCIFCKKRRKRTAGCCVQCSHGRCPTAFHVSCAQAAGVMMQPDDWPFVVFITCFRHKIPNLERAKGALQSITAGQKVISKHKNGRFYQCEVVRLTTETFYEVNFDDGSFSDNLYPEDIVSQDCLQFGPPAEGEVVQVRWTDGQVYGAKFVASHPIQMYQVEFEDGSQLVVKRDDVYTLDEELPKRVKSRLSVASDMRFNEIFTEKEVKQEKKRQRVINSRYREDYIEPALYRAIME
POLI inh: DNA polymerase iota (human) inhibition | Q9UNA4 | Pol iota fluorescent replication assay, 10 min | Potency, µM (top dose mostly 115 µM), for inactives: at the top dose activity, negative = inhibition, usual class: inhibitors | 390,000 compounds, 1% hits
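Fluorescent replication assay read twice, at 0 min and 10 min after adding 50 nM (final) substrate. Enzyme (10 nM) and compounds were first incubated 15 min at room temperature; enzyme-free buffer wells were negative controls.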
POLH inh: inhibitors of human DNA polymerase eta; recombinant Pol eta, fluorescent DNA replication assay; Potency, µM (series often up to 114 µM), for the others: at the highest dose activity change, negative = inhibition, actives largely listed as inhibitors; 390,000 compounds, 1.2% hits; also: % is scaled to controls: 0 for no effect and ±100 for the full control effect
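Pol eta (10 nM) was preincubated with compounds for 15 min at room temperature, after which fluorescent replication substrate (50 nM final) was added to start the reaction. Fluorescence was read kinetically at 0 and 10 min.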
BLM inh: blocks DNA unwinding by human BLM helicase; P54132; recombinant BLM DNA unwinding, fluorescence dequenching; Potency, µM (doses to about 56.1 µM), without a hit: at the highest dose activity change, negative = inhibition, hits mostly inhibitors; 350,000 compounds, 0.2% hits;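 also: plate controls were vehicle for no effect and no enzyme for full effect; nearly all actives have a fitted effect of over 35% in size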
POLK inh: blocks human DNA polymerase kappa activity; Q9UBT6; purified Pol kappa, fluorescent DNA synthesis assay, 10 min; Potency, µM (series often up to 107 µM), for the others: top-dose activity, negative = inhibition, usual class: inhibitors; 400,000 compounds, 0.53% hits; AID 588579; also: % is scaled to controls: 0 for no effect and ±100 for the full control effect
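Readout: fluorescence, taken kinetically at 0 and 10 min. Conditions: 10 nM Pol kappa, 15 min RT compound preincubation, 50 nM substrate final. Controls: enzyme-free buffer wells.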
BAZ2B inh: blocks human BAZ2B | Q9UIF8 | AlphaScreen BAZ2B-H3K14Ac peptide displacement | Potency, µM (series often up to 114 µM), inactives show at the highest dose activity change, negative = inhibition, hits mostly inhibitors | 360,000 compounds, 4.4% hits; also: % is scaled to controls: 0 for no effect and ±100 for the full control effect; nearly all actives have a fitted effect of over 60% in size
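BAZ2B (50 nM) with biotin-H3(5-23)K14Ac peptide (50 nM) in PBS pH 7.4, 0.01% Tween-20, preformed 30 min, then compound 30 min at room temperature; top concentration 110uM. AlphaScreen streptavidin donor/nickel chelate acceptor beads (10 ug/mL final), 20 min dark, signal read.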
APEX1 inh: blocks human APE1 abasic DNA cleavage; Potency, µM (doses to about 65.8 µM), without a hit: at the highest dose activity change, negative = inhibition, usual class: inhibitors; recombinant APE1, TAMRA/BHQ-2 abasic DNA cleavage fluorescence; 350,000 compounds, 0.35% hits; AID 2517;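 also: plate controls were vehicle for no effect and reference inhibitor for full effect; nearly all actives have a fitted effect of over 55% in size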
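APE1 at 0.75 nM final was preincubated with compound 15 min at room temperature, then 50 nM double-stranded THF abasic-site substrate (5'-TAMRA/3'-BHQ-2) was added. Fluorescence (ex 525/em 598 nm) was read kinetically; third-minus-first read gave activity.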
G9a block: blocks human histone lysine methyltransferase G9a. Potency, µM (titrated, usually from 102 µM), without a hit: at the highest dose activity, negative = inhibition, hits mostly inhibitors. Q96KQ7. G9a H3K9 monomethylation, AlphaScreen, 2 h. AID 504332. 350,000 compounds, 8.8% hits; also: % is scaled to controls: 0 for no effect and ±100 for the full control effect; nearly all actives have a fitted effect of over 75% in size
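G9a (20 nM) was preincubated 15 min with compound, then reacted 2 h at room temperature with 500 nM biotin-H3K9 peptide and 20 µM SAM. Monomethyl-H3K9 detected by AlphaScreen using anti-H3K9me1 antibody.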
POLB inh: blocks human DNA polymerase beta activity. Pol beta primer extension/strand displacement, fluorescence kinetic. P06746. 340,000 compounds, 1.3% hits. AID 485314. Potency, µM (highest dose often 114 µM), inactives show at the highest dose activity change, negative = inhibition, most hits filed as inhibitors; also: % is scaled to controls: 0 for no effect and ±100 for the full control effect
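Kinetic readout of DNA synthesis with strand displacement by Pol beta. Compound and 10 nM enzyme sit 15 min at room temperature; 50 nM substrate starts the reaction, read immediately and at 10 min.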
The depositor's hits bear a star; ? = inconclusive; nt = not tested or not shown; & = joins results of further samples; [ ] = another dose, or the depositor's remark. Calls follow the shape of the dose curve; as a rule, active = well fitted curve in the direction sought with a large enough effect; inconclusive = small, poorly fitted or top-dose-only effect, or another doubt; inactive = no such curve, though single readings can be large; an effect the other way counts as inactive or inconclusive. Potency is read from the fitted curve at half-maximal effect. An excerpt; the hit share may differ from the screen's.

Values run as follows: G9a block | POLI inh | APEX1 inh | POLK inh | POLB inh | BAZ2B inh | POLH inh | BLM inh | JMJD2A Tudor inh
1. Cc1ccc(C(c2nnnn2CC2CCCO2)N2CCN(C(=O)c3ccco3)CC2)cc1 (configuration not stated)
 : 76%[activator][59 µM] | 13% | 1% | -7% | 18% | -35% | -15% | 1% | -4%
2. O=C(CCNC(=O)c1ccccc1)OCN1C(=O)c2ccccc2C1=O
 : 9% | -4% | -2% | -1% | 30% | 0% | -6% | 0% | -15%
3. O=C(Nc1ccc2c(c1)OCO2)c1ccc(Cl)nc1
 : ? | 3% | 3% | 0% | 2% | 0% | 7% | -6% | -13%
4. CC1(C)CC2(CCCN(CC(O)(c3ccccc3)c3ccccc3)C2)CCO1 (configuration not stated)
 : nt | 6% | 20% | -4% | 16% | -1% | -19% | -3% | 10%
5. O=C1/C(=C/c2cccs2)SC(=S)N1c1ccccc1
 : 21%[59 µM] | 19% | -1% | -8% | 45% | -4% | -13% | 0% | 1%
6. Cn1nc(C(=O)Nc2ccc(Cl)c(S(=O)(=O)N3CCOCC3)c2)c2ccccc2c1=O
 : 6%[12.7 µM] | 14% | -7% | 10% | nt | 3% | -14% | nt | -21%
7. Cc1cc(C)c(NC(=O)CCCn2c(=O)oc3ccccc32)c(C)c1
 : 22%[12.7 µM] | -3% | 1% | -2% | nt | -1% | 0% | nt | -2%
8. Cc1nc2cnc(N3CCNCC3)nc2n(Cc2ccc(F)cc2)c1=O
 : -1%[12.7 µM] | nt | 0% | -14%[60.1 µM] | nt | nt | nt | -2% | nt
9. Cn1cc(C2=C(c3ccc(Cl)cc3Cl)C(=O)NC2=O)c2ccccc21
 : 0%[59 µM] | ? | ? | -3% | ? | -2% | ? | -4%&-7% | -17%&-1%
10. CCCn1c(O)c(C=Nc2ccccc2)sc1=S
 : -24% | 59%[activator] | 0% | -6% | ? | -12% | -13% | -6% | -22%[11.4 µM]
11. COc1cc(-c2noc(C)c2C#Cc2ccc(N)cc2)cc(OC)c1OC
 : nt | 13%&26% | -5% | -3%&-15% | 24% | ? | -19% | -7% | ?
12. Cc1ccccc1NC(=O)CN1C(=O)CCn2nc(-c3cccn3C)cc21
 : -33%[59 µM] | 24% | nt | -1%[60.1 µM] | 1% | -34% | -17% | 2% | -21%
13. CC(C(=O)NCCc1ccccc1)N1c2cccc3cccc(c23)S1(=O)=O (configuration not stated)
 : 19% | 25% | 14% | -5% | -13% | 21% | -20% | -5% | 28%
14. CCOCCc1nn2c(=O)cc(COC(=O)CNC(=O)c3ccc(F)cc3)nc2s1
 : 1%[59 µM] | 16% | nt | -22% | -19% | 0% | -18% | 1% | -6%
15. Fc1ccc(/C=N/Nc2cc(N3CCOCC3)ncn2)cc1
 : nt | -8% | -7% | -3% | 64% | -13% | -9% | -4% | 1%
16. Cc1c(C)c2cc3c(c(C)c2oc1=O)OCN(CCc1ccccc1)C3
 : 6%[59 µM] | ? | nt | -19% | -24% | -21% | -17% | 4% | 0%
17. CCc1c(C(=O)NCc2ccccc2Cl)[nH]c(C)c1C(C)=O
 : -2% | 15% | 2% | -7% | -1% | -26% | -7% | -1% | -12%
18. Brc1[nH]nc2ccccc12
 : 5%[59 µM] | -14% | 15% | -10% | 40% | -6% | 7% | -5% | -15%
19. Cn1cccc1CNC(=O)Nc1ccc(Cl)cc1
 : nt | 0% | -1% | -6% | 30% | ? | -2% | -3% | ?
20. COc1ccc(C2CC(=O)Oc3cc(C)cc(C)c32)cc1 (configuration not stated)
 : 82%[activator] | 22% | -17%&-5% | 9% | nt | nt | -21% | -10%[75.6 µM] | 22%

An excerpt from above in order of their number in BLM inh, high to low:
#	Structure	BLM inh
2	O=C(CCNC(=O)c1ccccc1)OCN1C(=O)c2ccccc2C1=O	0%
15	Fc1ccc(/C=N/Nc2cc(N3CCOCC3)ncn2)cc1	-4%
3	O=C(Nc1ccc2c(c1)OCO2)c1ccc(Cl)nc1	-6%

Entries listed so far with an NH in an aromatic ring (2):
Values run as follows: G9a block | POLI inh | APEX1 inh | POLK inh | POLB inh | BAZ2B inh | POLH inh | BLM inh | JMJD2A Tudor inh
17. CCc1c(C(=O)NCc2ccccc2Cl)[nH]c(C)c1C(C)=O
 : -2% | 15% | 2% | -7% | -1% | -26% | -7% | -1% | -12%
18. Brc1[nH]nc2ccccc12
 : 5%[59 µM] | -14% | 15% | -10% | 40% | -6% | 7% | -5% | -15%

(cont.)
Values run as follows: G9a block | POLI inh | APEX1 inh | POLK inh | POLB inh | BAZ2B inh | POLH inh | BLM inh | JMJD2A Tudor inh
21. Cn1nnnc1SCC(=O)Nc1c(Cl)cccc1Cl
 : ? | 2% | -1% | -12% | 5% | -1% | 3% | 1% | 3%
22. O=C(C1=CC=CN2CCS(=O)(=O)N=C12)N1CCN(c2cccc(Cl)c2)CC1
 : 18%[12.7 µM] | 1% | 4% | 0% | nt | -3% | 6% | nt | -15%
23. Cc1ccccc1CC1(CO)CCCN(C(=O)Cc2c(F)ccc(F)c2F)C1 (configuration not stated)
 : -2% | 25% | 10% | 11% | ? | -13% | 0% | -5% | -15%
24. O=P(CCC(F)(F)F)(CCC(F)(F)F)CCC(F)(F)F
 : -31%[59 µM] | 18% | -1% | 3% | 3% | 4% | -10% | -2% | 7%
25. COc1cccc(NC(=O)c2ccccc2)c1
 : -11%[2.33 µM] | 21% | 12% | -2% | nt | -1% | -1% | nt | -21%
26. O=C(Nc1ccc(-c2noc(-c3cccs3)n2)cc1)c1cccnc1
 : -10%[59 µM] | 4% | -7% | -10% | 1% | 12% | -13% | 2% | -1%
27. Cc1noc(/C=C/c2ccco2)c1S(=O)(=O)N1CCC(C(=O)Nc2ccc(Cl)cn2)CC1
 : -13%[59 µM] | -9% | -6% | -13% | -5% | -2% | -11% | -9% | -9%
28. COc1cccc(-n2c(SCc3ccccc3C)nc3c([nH]c4ccccc43)c2=O)c1
 : -30%[59 µM] | 44%[activator] | nt | -2%[60.1 µM] | 3% | -3% | -25% | -6% | -23%
29. COc1ccc(-c2coc3cc(OC)cc(O)c3c2=O)cc1
 : 7%[0.501 µM] | 30% | 0% | -3% | 1% | 2% | -8% | -3% | 3%
30. CCc1cc(=O)oc2cc(C)cc(OCC(=O)NCc3ccccn3)c12
 : 8% | 16% | 2% | 2% | -3% | -12% | -12% | 4% | -12%
31. COc1ccccc1CN(CC(=O)NCc1ccco1)C(=O)CNS(=O)(=O)c1ccc(C)cc1
 : ? | 3% | -2% | -5% | -13% | -34% | -6% | -2% | -29%
32. COc1cccc(CN(C)C(=O)c2ccc3c(=O)n4c(nc3c2)CCC4)c1OC
 : 30% | 20% | 30% | 0% | -1% | -8% | -19% | 1% | -8%
33. O=C(c1ccccc1)N1N=C(C(F)(F)F)CC1(O)c1ccc(F)cc1 (configuration not stated)
 : 14% | 102%[activator] | 43% | -9% | 6% | 6% | -17% | -4% | 1%
34. CCc1ccccc1NC(=O)CSc1ncc(S(=O)(=O)c2ccccc2)c(N)n1
 : 13µM* | 13% | nt | -2% | 10% | 1% | -21% | -1% | -21%
35. O=C(NC1CCCCCC1)C1CCN(S(=O)(=O)c2cccc3cccnc23)CC1
 : -13% | 3% | -3% | -14% | 3% | -3% | -10% | 0% | -10%
36. Cc1ccc(C)c(Cn2c(=O)c3c(nc4n3CCN4Cc3ccco3)n(C)c2=O)c1
 : 2%[12.7 µM] | 20% | 13% | -6% | 1% | -33% | -7% | -3% | -22%
37. CCOC(=O)c1ccc(S(=O)(=O)N2CCN(c3ccccn3)CC2)cc1
 : ? | 70%[activator] | -18% | 1% | -18% | -6% | -15% | -4% | -1%
38. Cc1ccc(-c2csc(NC(=O)c3cccc(N4C(=O)CCC4=O)c3)n2)o1
 : 8.9µM* | ? | -1% | -13% | 4% | -32% | -11% | -2% | 79µM*
39. Cc1cccc(NC(=O)CSc2nc3nc4c(cc3c(=O)n2-c2ccccc2)CCCC4)c1
 : 4%[59 µM] | -7% | 4% | -16% | 0% | 0% | 10% | -4% | -12%
40. CC(C)c1ccc(OCc2nc(-c3ccccn3)no2)c(Br)c1
 : 53%[activator][59 µM] | 9% | -2% | -9% | 9% | 35% | -8% | -11% | 35%

Copied from the list.
APEX1 inh, compound 22 is entered as 4%
POLK inh, compound 32 is entered as 0%
POLI inh, compound 21 is entered as 2%
BLM inh, compound 23 is entered as -5%

(list continues)
Values run as follows: G9a block | POLI inh | APEX1 inh | POLK inh | POLB inh | BAZ2B inh | POLH inh | BLM inh | JMJD2A Tudor inh
41. NC(=O)Nn1c(CCC(=O)O)ccc1-c1ccc(Br)cc1
 : ? | ? | -1% | 5% | 4% | -31% | 10% | -1% | ?
42. CCCC[C@@H]1CCCO[C@@](C(=O)NCCN2CCOCC2)(C(F)(F)F)C1
 : nt | -7% | -2% | -2% | nt | nt | nt | -1% | -25%
43. CCc1ccccc1Nc1nn2c(=O)c3ccc(C(=O)NCc4ccccc4Cl)cc3nc2s1
 : ? | ? | nt | -24% | 7% | ? | 4% | -19% | ?
44. Cc1ccc(CNC(=O)CN2C(=O)NC(C)(c3cccc(Br)c3)C2=O)cc1 (configuration not stated)
 : 6% | -13% | 14% | 0% | 28% | 1% | -3% | -4% | -18%
45. COc1cccc(CC(NC(C)=O)C(=O)NC2CCN(c3c(Cc4ccccc4)c(C)nc4ncnn34)CC2)c1 (configuration not stated)
 : 7% | 39%[activator] | -5% | -1% | 17% | -18% | -16% | -2% | -11%

Records 43 through 45 of the list above:
Values run as follows: G9a block | POLI inh | APEX1 inh | POLK inh | POLB inh | BAZ2B inh | POLH inh | BLM inh | JMJD2A Tudor inh
43. CCc1ccccc1Nc1nn2c(=O)c3ccc(C(=O)NCc4ccccc4Cl)cc3nc2s1
 : ? | ? | nt | -24% | 7% | ? | 4% | -19% | ?
44. Cc1ccc(CNC(=O)CN2C(=O)NC(C)(c3cccc(Br)c3)C2=O)cc1 (configuration not stated)
 : 6% | -13% | 14% | 0% | 28% | 1% | -3% | -4% | -18%
45. COc1cccc(CC(NC(C)=O)C(=O)NC2CCN(c3c(Cc4ccccc4)c(C)nc4ncnn34)CC2)c1 (configuration not stated)
 : 7% | 39%[activator] | -5% | -1% | 17% | -18% | -16% | -2% | -11%

Assay outcomes: PubChem BioAssay, National Center for Advancing Translational Sciences (NCATS)
